GST TR-FRET counter: GST-antibody interaction or FRET quenching – biochemical, TR-FRET, artefact control for Vif-APOBEC3G degradation inhibitor project, dose response (AID 1117362); TR-FRET counter screen, biotin-GST/anti-GST signal; 2.8% of 3,600 active; IC50 in µM for hits, for the others inhibition, % at the top dose, mostly 100 µM;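 active = inhibition above 30% at one or more concentrations, seen consistently on every test date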;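 note: biotinylated GST protein used in place of GST-Vif 1-94 and biotin-A3G peptide; detects fluorescence quenchers or blockers of GST binding to anti-GST antibody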
Starred values were filed as active, the others as inactive.

| canonical_smiles | GST TR-FRET counter |
| --- | --- |
| CCN1CCN(S(=O)(=O)c2cccs2)CC1 | 4.9% |
| CSc1ccc(C2C(C#N)=C(N)Oc3c2ccc(=O)c2c(C)oc(C)c32)cc1 (centres undefined) | 4.7% |
| CCOC(=O)c1ccc(NS(=O)(=O)c2ccc3c(c2)oc(=O)n3C)cc1 | 0.6% |
| O=C(Nc1cccc(Cl)c1)C1=Cc2cc(Cl)ccc2OC1 | 4.0% |
| CN(C)c1ccc(NC(=O)Cn2cc3c(n2)CCCC3)cc1 | 22µM* |
| Cc1cc(C)cc(N(CC(=O)NCc2cccnc2)S(C)(=O)=O)c1 | 5.3% |
| Cc1ccc(C(=O)Nc2nc3ccccc3n2CCN2CCCC2)cc1 | -16% |
| CC(=O)Nc1ccc(NC(=O)C(C)OC(=O)CCc2c[nH]c3ccccc23)cc1 (centres undefined) | 6.2% |
| O=C(Nc1cc(Cl)cc(Cl)c1)c1coc(=O)c(Br)c1 | -3.4% |
| COC(C[C@H]1O[C@@H]1[C@@H](O)COCc1ccccc1)OC | 1.6% |
| CC1=C(C(=O)Nc2ccccc2)C(c2ccc(C)o2)n2c(s/c(=C\c3ccco3)c2=O)=N1 (centres undefined) | 0.6% |
| Cc1ccccc1CCNC(=O)c1ccc(Cl)c(S(=O)(=O)N2CC(C)OC(C)C2)c1 (centres undefined) | -1.4% |
| O=C1CC(c2c(F)cccc2Cl)C2=C(COC2=O)N1 (centres undefined) | -0.1% |
| COc1ccc(S(=O)(=O)NC2CC(C)(C)NC(C)(C)C2)c(C)c1C | -0.2% |
| O=C(O)C[C@@H]1C(=O)O[C@@H]2C(COC(=O)c3cc(O)c(O)c(O)c3)O[C@@H](OC(=O)c3cc(O)c(O)c(O)c3)[C@@H](OC(=O)c3cc(O)c(O)c4c3[C@H]1[C@H](O)C(=O)O4)[C@H]2OC(=O)c1cc(O)c(O)c(O)c1 (some centres undefined) | 3.2% |
| O=C(CCS(=O)(=O)c1ccc(Br)cc1)NCCc1ccccc1 | 1.1% |
| O=c1cc(-c2ccccc2Cl)c2c([nH]1)CCC2 | -3.6% |
| CCSc1nnc(NC(=O)c2ccc3ccccc3n2)s1 | -1.1% |
| CC1CCc2cc(F)ccc2N1C(=O)C1(C)CC1(Cl)Cl (centres undefined) | 5.4% |
| COc1cccc(C=Nc2cc(C(C)C)c(O)cc2C)c1O | 1.9% |
| Cc1ccc(N2CC(NC(=O)N3CCN(C(=O)c4ccco4)CC3)CC2=O)cc1 (centres undefined) | -2.2% |
| COc1ccc(F)cc1S(=O)(=O)Nc1cc2c3c(c1)CC(=O)N3CCC2 | 10% |
| O=C(Nc1cnn(Cc2c(Cl)cccc2Cl)c1)c1ccc([N+](=O)[O-])cc1 | 4.0% |
| O=C(NCCN1CCOCC1)c1cc(-c2ccc(Br)cc2)on1 | -1.1% |
| Cc1ccc(CCNC(=O)C2CCN(S(=O)(=O)c3ccc4c(c3)CCC(=O)N4)CC2)cc1 | -1.3% |
| Clc1ccccc1Nc1c2c(nc3ncnn13)CCC2 | 11% |
| Cc1ccc(OCC(=O)NNC(=O)CCc2ccccc2)cc1 | -0.2% |
| CCC(=O)Nc1cccc(-c2nc3ccccc3c(=O)o2)c1 | 4.3% |
| O=C(CNC(=O)Cn1cnc2sc3c(c2c1=O)CCCC3)NCc1ccccn1 | 1.6% |
| O=[N+]([O-])c1c(NCCCO)cc(SCc2ccco2)c2nonc12 | 27% |
| COC(=O)c1c(NC(=O)COC(=O)c2ccc(NC(=O)CC#N)cc2)sc2c1CCCCC2 | -1.1% |
| O=C(CN1C(=O)C2CC=CCC2C1=O)OCCN1C(=O)c2ccccc2C1=O (centres undefined) | 3.2% |
| O=C(/C=C/c1ccco1)NC(=S)Nc1ccc(C(=O)O)cc1 | -4.4% |
| O=C(Cn1cnc2c(nnn2Cc2ccc(F)cc2)c1=O)NCc1ccco1 | 2.0% |
| CC1=C(C#N)C(=O)N(C2CCS(=O)(=O)C2)C(=O)/C1=C\c1ccco1 (centres undefined) | 6.9% |
| Cc1cc(C)n(-c2nc(Nc3ccccc3C(F)(F)F)nc(-n3nc(C)cc3C)n2)n1 | 4.8% |
| COc1cccc(-c2nc3n(n2)C(c2cccs2)C(C(=O)Nc2cccnc2)=C(C)N3)c1 (centres undefined) | -3.6% |
| COC(=O)C1=C(C)NC(=O)/C1=C\c1ccco1 | -15% |
| O=C1/C(=C/c2ccco2)SC(=S)N1c1cccnc1 | 2.5% |
| C/C(=N\NC(=O)C(C)Oc1ccc([N+](=O)[O-])cc1)c1ccccn1 (centres undefined) | -1.0% |
| COCCn1c(Sc2ccc(C)cc2)nc2c1c(=O)[nH]c(=O)n2C | 3.1% |
| CC[C@H](C)[C@H](NC(N)=O)C(=O)NCCc1ccc(OC)cc1 | -0.5% |
| CSc1nc(C)cc(SCC(=O)Nc2ccccc2)n1 | 1.2% |
| CCOC(=O)c1c(Nc2ccccc2N)cc(C)nc1C | 0.9% |
| O=c1c(N=Nc2ccc(O)cc2)c(-c2ccccc2)[nH]n1-c1ccc([N+](=O)[O-])cc1 | -2.0% |
| S=c1[nH]nc(C2CC2)n1Cc1ccco1 | -3.0% |
| CC(C)CCN1CCN(Cc2cccn2-c2cccnc2)CC1CCO (centres undefined) | 3.2% |
| CS(=O)(=O)N1CCN(c2ccccc2NC(=O)CSc2ccc(Cl)cc2)CC1 | 4.4% |
| CCOc1ccccc1NC(=O)CCS(=O)(=O)c1ccc(Br)cc1 | 1.3% |
| CC(=O)c1sc(C(=O)O)c(-c2ccco2)c1-c1ccco1 | -6.4% |
| O=C(O)c1ccc(Cl)c2c1C1C=CCC1C(c1ccccn1)N2 (centres undefined) | 8.4% |
| CCCC(=O)Nc1ccc(Br)cn1 | -0.2% |
| CCOC(=O)/C=C1\SCC(=O)N1CC(=O)NC(C)c1ccc(F)cc1 (centres undefined) | 0.8% |
| CCOC(=O)N1CCC(NC(=O)c2ccc(OC)c(CN3CC(=O)N4CCCC4C3=O)c2)CC1 (centres undefined) | 0.4% |
| COc1ccc(CCN2C(=O)c3cccnc3C2=O)cc1OC | 4.2% |
| N#C/C=C\Oc1ccc(Cl)cc1N | -2.1% |
| c1cnc(N2CCN(c3cnccn3)CC2)nc1 | 2.5% |
| Cc1c2ccccc2nc2c(F)c(N(C)C)c(F)c(F)c12 | 6.5% |
| CCOC(=O)C1CCN(C(=O)Nc2ccc3nc(-c4ccco4)c(-c4ccco4)nc3c2)CC1 | 26% |
| CCOC(=O)Cc1csc(N/N=C\c2cccc(Br)c2)n1 | 3.1% |

> Cc1cccc2c1N(CCCOc1ccc(C(C)(C)C)cc1)C(=O)C2=O
  GST TR-FRET counter = 4.5%
> CCc1nnc(NC(=O)c2ccc(-c3ccccc3Cl)o2)s1
  GST TR-FRET counter = -4.3%
> COc1ccc2cnn(CCOc3cc(C)ccc3C(C)C)c(=O)c2c1OC
  GST TR-FRET counter = -4.4%
> CCS(=O)(=O)n1nc(-c2ccc(Cl)cc2)nc1SC
  GST TR-FRET counter = 1.0%
> Cc1ccc(C)c2[nH]c(=O)c(CN(Cc3ccc4c(c3)OCO4)Cc3nnnn3Cc3ccco3)cc12
  GST TR-FRET counter = -11%
> COc1ccc(S(=O)(=O)N2CCN(C(=O)c3cc(C)on3)CC2)cc1
  GST TR-FRET counter = 1.8%

Filtered by structure, the entries above with a thiophene ring, fused or not
> CCN1CCN(S(=O)(=O)c2cccs2)CC1
  GST TR-FRET counter = 4.9%
> O=C(CNC(=O)Cn1cnc2sc3c(c2c1=O)CCCC3)NCc1ccccn1
  GST TR-FRET counter = 1.6%
> COC(=O)c1c(NC(=O)COC(=O)c2ccc(NC(=O)CC#N)cc2)sc2c1CCCCC2
  GST TR-FRET counter = -1.1%
> COc1cccc(-c2nc3n(n2)C(c2cccs2)C(C(=O)Nc2cccnc2)=C(C)N3)c1 (centres undefined)
  GST TR-FRET counter = -3.6%
> CC(=O)c1sc(C(=O)O)c(-c2ccco2)c1-c1ccco1
  GST TR-FRET counter = -6.4%

Random excerpt: 5 compounds from above, in no set order.
> CCOc1ccccc1NC(=O)CCS(=O)(=O)c1ccc(Br)cc1
  GST TR-FRET counter = 1.3%
> Clc1ccccc1Nc1c2c(nc3ncnn13)CCC2
  GST TR-FRET counter = 11%
> CS(=O)(=O)N1CCN(c2ccccc2NC(=O)CSc2ccc(Cl)cc2)CC1
  GST TR-FRET counter = 4.4%
> COc1ccc(S(=O)(=O)N2CCN(C(=O)c3cc(C)on3)CC2)cc1
  GST TR-FRET counter = 1.8%
> Cc1ccccc1CCNC(=O)c1ccc(Cl)c(S(=O)(=O)N2CC(C)OC(C)C2)c1 (centres undefined)
  GST TR-FRET counter = -1.4%

An excerpt (hit frequency here may not be typical).
